# Assay outcomes as filed in PubChem.
# Pf gametocyte – P. falciparum stage V gametocyte viability inhibition; P. falciparum stage V gametocytes, ATP luminescence, 24 h; inhibition, % at 10.9 µM; 150,000 compounds, 0.065% hits;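 active means inhibition above the mean plus 3 SD of compounds within the control limits, set per campaign, cut at about 38% in these data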;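 further: 0% = DMSO wells and 100% = medium only without gametocytes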
# * hit, by the source's call.
SMILES,Pf gametocyte
CC(NC(=O)CN1CCN(c2cccc(Cl)c2)CC1)c1ccccc1 (centres undefined),6
CCOC(=O)C1CCCN(C(=O)C2CCN(Cc3nc(-c4ccc(Cl)cc4)oc3C)CC2)C1 (centres undefined),-12
CC(C)(C)OC(=O)C[C@@H]1C/C=C\C[C@@H](CC(=O)NCCO)C(=O)NCCOC1=O,-13
COc1ccc(S(=O)(=O)NCc2cccnc2)cc1,7
COC(=O)[C@]1(C)CCC[C@@]2(C)C3CC[C@]4(OC(C)=O)C[C@@]3(CCC21)CC4=NO (some centres undefined),-2
Cc1ccc(OCCn2cncn2)c([N+](=O)[O-])c1,-30
Cc1cccc(NCc2cccc3ccccc23)n1,-1
COc1ccc2cc(CO)n(C)c2c1,-5
C[C@H](CO)N1C[C@H](C)[C@@H](CN(C)C(=O)Nc2ccc(C(F)(F)F)cc2)Oc2c(NC(=O)Nc3ccc4c(c3)OCO4)cccc2C1=O,17
COc1cc(C(C)=O)ccc1OCC(O)CN1CCN(c2ccc(C)cc2C)CC1 (centres undefined),17
COC(=O)[C@@]12CCCCN1[C@H](c1ccc(-c3ccc(C(C)=O)cc3)cc1)[C@H]1C(=O)N(C)C(=O)[C@H]12,-9
CC(=O)NC(c1ccco1)c1cc(Cl)c2ccccc2c1O (centres undefined),7
O=C(NC(=O)c1ccc(Cl)cc1)Nc1cc(N2CCCCC2)ncn1,-30
CCOC(=O)C1=C(C)N(CCCC(=O)O)C(=O)NC1c1ccccc1Cl (centres undefined),9
O=C(Nc1ccc([N+](=O)[O-])cc1)C1COc2ccccc2O1 (centres undefined),-17
O=[N+]([O-])c1ccc(N2CCN(S(=O)(=O)c3ccccc3)CC2)cc1,8
CCn1c(SCC(=O)Nc2ccccc2)nc2ccccc2c1=O,0
CC(C)c1ccc(/C=C/c2[nH]c(=O)[nH]c(=O)c2[N+](=O)[O-])cc1,13
CCOC(=O)C1(CCCc2ccccc2)CCN(S(C)(=O)=O)CC1,-7
CC(=O)Cn1cnc2scc(-c3ccc(C)c(C)c3)c2c1=O,-8
Cc1cccc(C)c1OCC1CNC(=O)O1 (centres undefined),-6
CCOC(=O)/C(C#N)=C\c1ccc2c(c1)OCO2,-34
Clc1ccc(OCCN2CCOCC2)cc1,1
CCOC(=O)/C=C/[C@H]1CCc2cccc(Cl)c2O1,8
COC(=O)c1ccc(SCc2ccccc2)nc1,21
CC(C)C(=O)N1CCN(c2ccccc2NC(=O)c2cccc3ccccc23)CC1,-25
Clc1ccc(CN2CCN(c3ncccn3)CC2)cc1Cl,22
COC(=O)N[C@@H]1C[C@H]2[C@@H]3CC[C@H]4C[C@@H](OC)CC[C@]4(C)[C@H]3CC[C@@]12C,-11
COc1cccc(-c2sc3ccccc3c2-c2ccc(OCCN(C)C)cc2)c1,12
CC1(C)CC(=O)C=C(c2cccc(Cl)c2O)C1,-23
CC(C)(C)c1cc(C(=S)N2CCCC2)cc(C(C)(C)C)c1O,-13
CCOc1cc(C(=O)NCc2ccc3c(c2)OCO3)cc(OCC)c1OCC,2
COc1cc(C2C3=C(CC(C)(C)CC3=O)N(C)C3=C2C(=O)CC(C)(C)C3)cc(Br)c1O,-2
Cc1ccccc1NC(=O)c1cccc(C(=O)Nc2ccccc2C)c1,-14
[N-]=[N+]=N[C@@H](CCN1CC[C@H](NC(=O)OCc2ccccc2)CCC1=O)c1ccccc1,4
COc1ccc(NC(=O)c2cc(-c3ccccc3Cl)on2)cc1,-11
NC(=O)c1ccc(NC(=O)Cc2cccs2)cc1,7
Cc1ccc2c(c1)[C@H]1[C@H](CO2)[C@H](c2ccccc2)[C@]2(C)C(=O)N(Cc3ccccc3)CC(=O)N12,7
CCCCCCSc1ccc(-c2nc3ccc(Cl)cn3c2NCCCC)cc1OC,7
CC(C)(C)NC(=O)C(OC(=O)c1ccco1)c1ccccc1F (centres undefined),-21
Cc1cc(C)nc(SCC(=O)c2ccc(F)cc2F)n1,13
CC[C@]12C(=O)N(C)C[C@H]([C@@H]3C(=O)N(C)C(=O)[C@@H]31)N2C(=O)c1ccc(F)cc1,21
CN1CCN(S(=O)(=O)c2ccc(Cl)cc2)CC1,-15
COc1ccc(C(C)NC(=O)c2ccncc2)cc1 (centres undefined),-42
CN(N)c1nc(N2CCCC2)nc(N2CCCC2)n1,4
COc1ccccc1N1CCN(C2CCCN(Cc3ccc(Cl)cc3)C2)CC1 (centres undefined),-3
COc1ccc(CC(=O)N2CCN(c3ccc(F)cc3)CC2)cc1,-4
CCOC(=O)[C@H]1[C@H]2COc3ccc(Cl)cc3[C@@H]2N2C(=O)c3cc(OC)ccc3NC(=O)[C@@]12C,6
CCn1c2ccccc2c2nnc(SCN3C(=O)c4ccccc4C3=O)nc21,-10
CC(NS(=O)(=O)c1ccc(Br)cc1)c1ccccc1 (centres undefined),12
CC(C)(C)[C@H]1COC(=O)[C@H](Cc2ccc(F)cc2)CC/C=C/C[C@@H](CC(=O)N[C@H](CO)Cc2ccccc2)C(=O)N1,-32
O=C(Nc1ccccc1C(=O)Nc1ccccn1)c1cccc([N+](=O)[O-])c1,-25
CC1CCCCN1CCCNc1ccc(C(CC(N)=O)NC(=O)c2ccccc2)cc1[N+](=O)[O-] (centres undefined),4
CCCC(=O)C1=C(N(C)c2ccccc2)CC(C)(C)CC1=O,-1
O=C(O)c1ccccc1NC(=O)C(c1ccccc1)c1ccccc1,20
COc1ccc([C@H]2CC(=O)C=C(c3ccc(C)c(F)c3)C2)cc1,11
Cc1nnc(N/N=C/c2ccccc2C(F)(F)F)n1N,2
CCCC(=O)C1=C(O)C(C(=O)OC)C(C)(C)CC1=NCc1ccccc1 (centres undefined),21
CCNC(=S)NC(=NCc1cccnc1)Nc1nc(C)cc(C)n1,-11
COc1ccc(C(=O)NCCCCNC(=O)c2ccc(OC)c(OC)c2)cc1OC,-17
# (further entries)
SMILES,Pf gametocyte
O=C(CN1C(=O)C2(OCCO2)c2cc(Br)ccc21)NO,16
CN1CCN(C(=O)N(c2ccccc2)c2ccccc2)CC1,-2
Cc1[nH]c2ccc3ccccc3c2c(=O)c1C/C=C/Cl,3
Cc1cccc[n+]1CC(=O)Nc1ccccc1,2
CCc1nc(N)c(C#N)c(-c2cccn2C)c1C,3
COc1ccccc1N1CCN(CCCCN2C(=O)C3CCCN3C2=O)CC1 (centres undefined),-4
Cc1nc(C)n(CCNC(=O)c2ccco2)n1,-13
C/C(=N\Nc1cc(N2CCOCC2)ncn1)c1ccc(O)cc1,3
COc1ccc(NN=Nc2ccc([N+](=O)[O-])cc2)cc1,-6
O=S(=O)(O)c1cccnc1SCc1ccccc1,2
COC(=O)c1ccc(/C=N\N2CCN(c3ccccc3)CC2)cc1,15
O=C(Nc1cccc(F)c1)Nc1cccc(Cl)c1,-14
COCCCN(C(=O)c1ccco1)c1nc(-c2ccc(OC)cc2)cs1,-7
CC(C)C(=O)N1CCC(Cc2ccccc2)CC1,-19
O=C(Nc1ccc(CN2CCOCC2)cc1)c1cc(Cl)ccc1Cl,1
O=C(Nc1ccccc1)c1ccccc1NC(=O)[C@H]1CCCC[C@H]1C(=O)O,1
COc1ccccc1NC(=O)C(C(C)C)N1C(=O)c2ccccc2C1=O (centres undefined),8
COc1ccc(C(=O)N2CCN(Cc3ccccc3)CC2)cc1[N+](=O)[O-],12
CC1(C)CC(NC(=O)c2cccc(Cl)c2)CC(C)(C)N1,-11
CCC(CO)Oc1cc(NC(=O)c2ccc(Cl)cc2)c2ncn(C(C)C)c2c1 (centres undefined),-7
O=C(NC1CCN(S(=O)(=O)c2cccc(F)c2)CC1)c1ccc(F)cc1,-5
CCN1CCn2c3c(c4cc(Br)ccc42)CCCC31 (centres undefined),-16
COC(=O)/C=C/c1ccccc1CN1[C@@H](CC(=O)OC)c2ccccc2S1(=O)=O,-8
Cc1[nH]c(=O)[nH]c(=S)c1C(=O)Nc1ccc(Cl)c(Cl)c1,-24
CCOC(=O)N1CCN(CCC(=O)Nc2cccc(C)c2)CC1,4
Cc1ccc2c(O)c(Cc3ccccc3)c(=O)[nH]c2n1,-12
CC1CN(C(=O)CCCN2C(=O)c3ccccc3C2=O)CC(C)O1 (centres undefined),2
O=C(Nc1cccc(Br)c1)c1ccc(CN2CCc3ccccc3C2)cc1,-13
CCCC(C)NC(=O)C1c2ccccc2Oc2ccccc21 (centres undefined),12
OCC[C@@H]1C[C@H](O)[C@@H](O)[C@@]2(OCc3ccccc32)O1,7
C[C@H](CO)N1C[C@H](C)[C@@H](CN(C)S(=O)(=O)c2cccs2)Oc2ccc(NC(=O)Cc3ccccc3)cc2C1=O,3
Cc1ccnc(SCc2ccc(C(=O)O)cc2)n1,3
Cc1ccc(C)c(Oc2coc3cc(OC(=O)c4cccs4)ccc3c2=O)c1,-22
CCN1C(=O)[C@@H]2[C@H](C1=O)[C@@H]1C(=O)Nc3ccccc3C(=O)N1[C@@H]2c1ccc(OC)cc1,-34
COc1cc(OC)cc(C(=O)N2CCN(C3CCC(C)CC3)CC2)c1 (centres undefined),-15
NC(=O)CC(NC(=O)c1ccccc1)c1ccc(NCCN2CCOCC2)c([N+](=O)[O-])c1 (centres undefined),-7
CCn1c(CCNC(=O)c2cccs2)nnc1SCC(=O)c1ccc(OC)cc1,-6
CC(=O)Nc1ccc(N/C=C/C(=O)c2ccc(Cl)cc2)cc1,16
CCCN1C2CCCC1CC(NC(=O)c1cccc(Cl)c1)C2 (centres undefined),1
C/C(=N\Nc1nc(C)cc(-c2ccccc2)n1)c1ccccc1,-1
Cc1ccc(-c2nc3ccccc3c(=O)o2)cc1,5
Fc1ccc(-c2ccc(CNCc3ccccn3)o2)cc1Cl,3
COc1ccc(N2C(=O)CC(N3CCN(c4cccc(Cl)c4)CC3)C2=O)cc1 (centres undefined),12
COc1ccc(CCC(C)N2CCC(CO)(Cc3ccccc3)CC2)cc1 (centres undefined),8
CCC(COC)Oc1cc(NCc2ccccc2)c2ncn(C(C)C)c2c1 (centres undefined),3

# Filtered by structure, those above with a cyano group.
SMILES,Pf gametocyte
CCOC(=O)/C(C#N)=C\c1ccc2c(c1)OCO2,-34
CCc1nc(N)c(C#N)c(-c2cccn2C)c1C,3

# New compounds follow.
SMILES,Pf gametocyte
Cc1ccccc1C(=O)NCCCNC(=O)c1ccccc1C,24
Cc1ccc(C(C)C)c(OCCOCCN2CCNCC2)c1,2
CCc1cc(Cn2nc(-c3ccccc3)cc2C(=O)NCc2ccc(C)cc2)on1,28
O=C(c1ccco1)N1CCN(C(=O)c2ccc(COc3ccc(Cl)cc3Cl)o2)CC1,-3
CCOc1ccc(CN2CCCC(CO)(Cc3ccccc3F)C2)cc1 (centres undefined),4
COC(=O)Cn1cnc2scc(-c3ccc(C)c(C)c3)c2c1=O,-27
O=S1(=O)[C@H]2C[C@@H]3C=C[C@@]2(CN1Cc1ccccc1F)O3,0
COc1c([N+](=O)[O-])cc(C(=O)NNC(=O)c2ccc(C)cc2)cc1[N+](=O)[O-],4
CCN(CC)c1nc2c(c(=O)n(C)c(=O)n2C)n1CCCc1ccccc1,3
COc1cccc2c1OCC(CN1CCN(Cc3ccccc3F)C(CCO)C1)=C2 (centres undefined),1
CCN(CC)C(=O)c1ccc(C(=O)Nc2ccc(F)cc2)cc1,1
COc1cccc(NC(=O)c2c(C)nn(-c3ccccc3)c2Cl)c1,18
O=[N+]([O-])c1ccc(-c2ccc(/C=N/n3cnnc3)o2)c(Br)c1,16
CCN=C(NCC)SC1CC(=O)N(CCc2ccccc2)C1=O (centres undefined),-17
CN(C(=O)c1cccc(C#CC(C)(C)O)c1)C1CCCN(Cc2ccccc2F)C1 (centres undefined),-11
N#C/C(=C\c1cc2c(cc1Br)OCO2)c1ccc(C(=O)O)cc1,4
C=CCNC(=S)N1CCC(C(=O)c2ccc(Cl)cc2)CC1,0
COCCN=C1N[C@@H](c2ccc(Br)cc2)C(C(=O)OC)=C(C)N1Cc1ccccc1,16
COc1cccc(C(=O)N2CCCN(C)CC2)c1OC,19
O=C(O)CCN1C(=O)c2ccc(Oc3ccc([N+](=O)[O-])cc3)cc2C1=O,-22
COc1cc2cnc(CCCC#N)cc2cc1OC,-38
CC1=N/C(=C/c2cc(Br)cc(Br)c2O)C(=O)O1,4

# Among those listed so far, these contain fluorine.
SMILES,Pf gametocyte
C[C@H](CO)N1C[C@H](C)[C@@H](CN(C)C(=O)Nc2ccc(C(F)(F)F)cc2)Oc2c(NC(=O)Nc3ccc4c(c3)OCO4)cccc2C1=O,17
CC(C)(C)NC(=O)C(OC(=O)c1ccco1)c1ccccc1F (centres undefined),-21
Cc1cc(C)nc(SCC(=O)c2ccc(F)cc2F)n1,13
CC[C@]12C(=O)N(C)C[C@H]([C@@H]3C(=O)N(C)C(=O)[C@@H]31)N2C(=O)c1ccc(F)cc1,21
COc1ccc(CC(=O)N2CCN(c3ccc(F)cc3)CC2)cc1,-4
CC(C)(C)[C@H]1COC(=O)[C@H](Cc2ccc(F)cc2)CC/C=C/C[C@@H](CC(=O)N[C@H](CO)Cc2ccccc2)C(=O)N1,-32
COc1ccc([C@H]2CC(=O)C=C(c3ccc(C)c(F)c3)C2)cc1,11
Cc1nnc(N/N=C/c2ccccc2C(F)(F)F)n1N,2
O=C(Nc1cccc(F)c1)Nc1cccc(Cl)c1,-14
O=C(NC1CCN(S(=O)(=O)c2cccc(F)c2)CC1)c1ccc(F)cc1,-5
Fc1ccc(-c2ccc(CNCc3ccccn3)o2)cc1Cl,3
CCOc1ccc(CN2CCCC(CO)(Cc3ccccc3F)C2)cc1 (centres undefined),4
O=S1(=O)[C@H]2C[C@@H]3C=C[C@@]2(CN1Cc1ccccc1F)O3,0
COc1cccc2c1OCC(CN1CCN(Cc3ccccc3F)C(CCO)C1)=C2 (centres undefined),1
CCN(CC)C(=O)c1ccc(C(=O)Nc2ccc(F)cc2)cc1,1
CN(C(=O)c1cccc(C#CC(C)(C)O)c1)C1CCCN(Cc2ccccc2F)C1 (centres undefined),-11

# Not all compounds are listed; count on the stated rates, not on these rows.
